Assay outcomes from PubChem.
Pf growth 48h: P. falciparum growth inhibition at 48 hours (one generation); P. falciparum luciferase growth in erythrocytes, 48 h; Potency, µM (highest dose often 28.7 µM), without a hit: top-dose activity change, negative = inhibition, most hits filed as inhibitors; 310,000 compounds, 5.9% hits; AID 504832; note: potency is the fitted concentration of half-maximal effect; % is set by controls: 0 for no effect and ±100 for the full control effect
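First compound was added to culture medium, then infected red cells at 0.1% parasitemia and 2% hematocrit (final). After incubation at 37 C under 5% CO2, luciferase detection reagent was dispensed and light output recorded.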
Shiga toxin inh: blocks Shiga toxin action in Vero cells; 290,000 compounds, 9.2% hits; inhibition, % at 38.7 µM; Vero cells, Shiga toxin protein synthesis inhibition reporter; in the data active = inhibition mostly above about 28%, no sharp cut-off; inactive = mostly below about 43%; note: 0% is about no effect
Cycloheximide cs: affects cycloheximide protein synthesis inhibition readout, counter-screen; AID 2314; max response, %; 300,000 compounds, 12% hits; cell reporter, cycloheximide protein synthesis inhibition counterscreen; in the data active = max response mostly above about 13%, no sharp cut-off; inactive = mostly below about 14%; note: read at 38.3 µM for the half of the compounds with a filed dose; 0% is about no effect
Pf growth 96h: inhibits malaria parasite growth, 96 h; P. falciparum luciferase reporter growth, 96 h; Potency, µM (top dose mostly 28.7 µM), inactives show at the top dose activity change, negative = inhibition, actives largely listed as inhibitors; 320,000 compounds, 6.9% hits; AID 504834; note: potency is the fitted concentration of half-maximal effect; % is set by controls: 0 for no effect and ±100 for the full control effect
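Erythrocytes infected with luciferase-expressing P. falciparum were dispensed at 2% hematocrit and 0.05% parasitemia (final), then incubated with compounds 96 hours at 37 C in 5% CO2. Luminescence after detection reagent addition reported growth.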
HCV inhibitor: HCV inhibition | Huh7.5.1 HCVcc-Cre infection, luciferase reporter, 44 h | Potency, µM (series often up to 41.8 µM), for the others: at the highest dose activity change, negative = inhibition, actives largely listed as inhibitors | 340,000 compounds, 3.4% hits | AID 651820; note: potency is the fitted concentration of half-maximal effect; % is set by controls: 0 for no effect and ±100 for the full control effect
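Compounds are dispensed onto cells plated 4 h earlier at 1,000 per well, with HCVcc-Cre virus (about 0.5 moi) added next. Following 44 h of culture, luminescent signal is measured for 15 sec after 15 min with substrate at room temperature.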
LmPK inh: LmPK (Leishmania mexicana) enzyme inhibition | AID 1721 | 290,000 compounds, 0.37% hits | purified LmPK, Kinase-Glo ATP luminescence, 1 h | Potency, µM (titrated, usually from 57.5 µM), inactives show top-dose activity change, negative = inhibition, actives largely listed as inhibitors | Q27686; note: potency is the fitted concentration of half-maximal effect; % is set by controls: 0 for no effect and ±100 for the full control effect
Target sequence (Q27686 whole entry, looked up): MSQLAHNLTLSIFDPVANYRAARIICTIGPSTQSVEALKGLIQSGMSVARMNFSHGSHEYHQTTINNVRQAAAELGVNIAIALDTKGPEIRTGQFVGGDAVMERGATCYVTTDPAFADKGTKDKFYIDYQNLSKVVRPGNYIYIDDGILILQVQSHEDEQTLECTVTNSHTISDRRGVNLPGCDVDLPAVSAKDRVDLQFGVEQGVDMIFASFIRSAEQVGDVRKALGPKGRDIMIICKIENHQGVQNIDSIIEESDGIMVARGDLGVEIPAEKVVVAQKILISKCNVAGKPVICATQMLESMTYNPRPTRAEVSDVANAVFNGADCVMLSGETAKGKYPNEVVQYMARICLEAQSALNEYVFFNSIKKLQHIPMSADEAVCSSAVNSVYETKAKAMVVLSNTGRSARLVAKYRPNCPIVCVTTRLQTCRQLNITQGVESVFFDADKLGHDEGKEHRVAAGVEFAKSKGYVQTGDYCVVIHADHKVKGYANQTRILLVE
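Pyruvate kinase activity monitored as ATP production (luciferase luminescence). Conditions: 0.1 nM enzyme, 0.5 mM PEP, 0.1 mM ADP, 1 h, RT; normalized against uninhibited and no-enzyme wells.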
TbPYK inhibitor: blocks Trypanosoma brucei pyruvate kinase | Potency, µM (doses to about 76.8 µM), without a hit: at the highest dose activity, negative = inhibition, most hits filed as inhibitors | 410,000 compounds, 0.12% hits | TbPYK enzyme, Kinase-Glo Plus ATP luminescence, 45 min | AID 624173; note: potency is the fitted concentration of half-maximal effect; % is set by controls: 0 for no effect and ±100 for the full control effect; nearly all actives have a fitted effect of over 50% in size
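Screened from lowest to highest concentration, compounds were pinned into TbPYK/substrate mixtures, and ADP (130 uM final) was added. Plates sat at room temperature for 45 min prior to Kinase-Glo Plus detection by luminescence.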
* hit, by the source's call; ? = inconclusive; nt = no result given; & = joins results of further samples; [ ] = another dose, or the depositor's remark. Unless noted, calls come from the whole dose curve; as a rule, active = well fitted curve in the direction sought with a large enough effect; inconclusive = small, poorly fitted or top-dose-only effect, or another doubt; inactive = no such curve, though single readings can be large; an effect the other way counts as inactive or inconclusive.

Compound	HCV inhibitor	Pf growth 96h	Pf growth 48h	Cycloheximide cs	Shiga toxin inh	LmPK inh	TbPYK inhibitor
O=C(Cc1ccsc1)NCC(c1ccco1)N1CCCCC1 (configuration not stated)	24.3%	?	-7.4%	-4.1	-5.0	-0.2%	0.4%
O=C(CNC(=O)c1ccc2c(c1)OCCO2)N/N=C/c1ccc(Cl)cc1	-8.9%	-29.4%	5.5%	11.0	2.4	2.4%	3.1%
CCCN1Cc2cccc(C(=O)NC(CC(=O)OCC)c3ccc(OC(C)C)cc3)c2C1=O (configuration not stated)	?	-15.7%	13.1µM*	24.8	42.8	5.6%	-0.4%
O=C(Cc1c[nH]c2ccccc12)N1CCN(c2ccccc2)CC1	8.0%	-24.7%	15.4%	9.3	1.4	-2.3%	2.1%
COc1ccc(S(=O)(=O)N(c2onc(C)c2Cl)S(=O)(=O)c2ccc(OC)c(OC)c2)cc1OC	22.8%	-10.5%	3.8%	2.1	-3.7	4.1%	-0.9%
CC(=O)C1=C(C)NC(=S)NC1c1cc([N+](=O)[O-])ccc1O (configuration not stated)	5.2%	13.5%	-10.2%	9.2	5.5	1.7%	2.0%
CC(C)OCCCNc1nc2c(-c3ccccc3)nnn2c2ccccc12	15.7%[8.37 µM]	?	?	7.7	15.3	0.8%	nt
COc1ccccc1CNC(=O)C(=O)NCC1OCCCN1S(=O)(=O)c1ccc(F)cc1C (configuration not stated)	?	-29.2%	-12.4%	1.4	2.1	-4.6%	-11.8%
CCC(=O)Nc1ccc(C(=O)NCc2ccccn2)cc1	-4.3%	?	4.5%	-3.6	3.1	2.2%	3.6%
Cc1c(C(=O)N2CC(C)OC(C)C2)sc2nc(-c3ccccc3)cn12 (configuration not stated)	nt	18.5%	8.9%	26.8*	64.7*	1.4%	nt
OCC1(CCCc2ccccc2)CCN(C2CCSCC2)CC1	-17.3%	-98.2%	?	-1.3	2.6	2.4%	0.9%
COc1cccc(C(=O)Nc2nnc(S(=O)(=O)N3CCOCC3)s2)c1	9.2%	?	-5.9%	-4.3	7.8	-12.3%	-2.9%&-3.1%
CCS(=O)(=O)n1nc(-c2ccc(Cl)cc2)nc1SC	1.3%	232.5%[activator]	58.4%[activator]	62.2*	87.4*	3.9%	7.4%
CCCCOCCCNS(=O)(=O)c1ccccc1	11.4%	24.0%	-14.5%	9.5	30.9	1.5%	1.6%
CCc1ccccc1N(CC)C(=O)c1cn(C)c(=O)c2cc(OC)c(OC)cc12	-1.6%	58.8%	?	1.7	-10.2	1.9%	-12.3%
CC(C)N1CCN(Cc2ccc(C#CCCO)cc2)CC1CCO (configuration not stated)	19.4%	23.0%	30.6%[activator]	-0.7	-14.4	-3.2%	4.9%
Cc1cc2ccccc2nc1SCC(=O)NC1CCCCC1	-5.0%	13.0%	17.8%	-4.6	-0.6	-4.5%	-6.8%
O=C(CN(c1ccc(F)cc1)S(=O)(=O)c1ccc2c(c1)OCCO2)NCc1ccccn1	1.2%	nt	-15.0%	-2.3	-14.2	7.0%	-2.5%
O=C1COc2ccc(S(=O)(=O)CCC(=O)N3CCN(c4cccc(Cl)c4)CC3)cc2N1	19.2%	32.4%[activator]	-13.5%	-0.6	-4.5	9.5%	-1.7%
Cc1ccc(NC(=O)COc2ccccc2C(=O)Nc2ccccc2)cc1Cl	-8.9%	-95.4%	?	0.1	6.9	4.4%	2.8%
CC1CCCCN1S(=O)(=O)c1ccc(S(=O)(=O)NCCc2ccncc2)cc1 (configuration not stated)	?	?	?	-0.9	-4.3	-1.5%	1.0%
Nc1c(N(Cc2ccco2)C(=O)COc2ccccc2F)c(=O)[nH]c(=O)n1Cc1ccccc1	21.3%	-9.5%	?	nt	nt	nt	2.4%
CN1CCC(=NNC(=O)c2cc(-c3ccc(Cl)cc3)n[nH]2)CC1	2.9%	1.8%	-11.4%	10.7	13.0	-1.1%	-2.1%
CCCCn1cnc2c(cnn2-c2ccc(Cl)cc2)c1=O	-2.3%	-5.5%	96.3%[activator]	10.8*	18.3	0.5%	4.9%
O=C(Cc1ccc2cccnc2c1)c1ccc(O)cc1O	4.8%	nt	nt	29.1*	33.9*	5.3%	1.9%
COc1ccc(CN(C)C(C)C(=O)Nc2ccc(S(=O)(=O)N3CCOCC3)cc2)c(OC)c1 (configuration not stated)	11.3%	?	?	10.4	-3.4	1.9%	-5.8%
COc1cc2c(cc1OC)CN(C(=O)c1ccc(S(=O)(=O)N3CCCCC3)cc1)CC2	?	?	?	-1.0	1.6	2.6%	-2.4%
CCN1CCCC1CNC(=O)c1ccc2c(c1)NC(=O)/C(=C\c1ccc(OC)c(OC)c1)S2 (configuration not stated)	0.794µM*	?	4.65µM*	8.8	0.3	-1.9%	-3.6%
N#CC1=C(SCC(=O)c2ccc(Br)cc2)NC2=C(C(=O)CCC2)C1c1ccco1 (configuration not stated)	4.47µM*	nt	?	0.5	6.7	7.1%	-13.3%
O=C(Nc1cccc(-c2nnc(-c3ccccc3)o2)c1)C1CCCO1 (configuration not stated)	?	-2.2%	-23.1%	37.3*	85.0*	-2.1%	-17.6%
C=CCn1c(=O)n(CCOC)c(=O)c2sc3ccccc3c21	-1.3%	-22.6%	24.7%	-2.8	12.8	3.5%	8.2%
COc1cccc(NC(=O)CN(C)C(=O)c2cc(C)on2)c1	9.1%	11.1%	12.9%	nt	nt	nt	-2.2%
Cc1ccc(S(=O)(=O)N2CCN(C(=O)c3c(-c4ccccc4)noc3C)CC2)cc1	12.4%	-8.1%	-7.3%	11.4	-8.1	-4.0%	3.6%
COc1ccccc1NC(=O)CSc1nnnn1C	19.0%	0.0%	14.3%	-3.2	7.5	0.9%	5.8%
CCOC(=O)c1c(NC(=O)CSc2nc3ccccc3o2)sc(C(C)=O)c1C	2.0%	49.1%[activator]	32.8%[activator]	11.0	23.6	2.1%	3.8%
COC(=O)C1CC(O)CN1C(=O)Nc1cccc(C(F)(F)F)c1 (configuration not stated)	12.2%	10.1%	10.3%	0.7	-4.0	-3.1%	0.7%
Cc1cccc(NC(=O)c2nc[nH]c2C(=O)NCCCCCNC(=O)OC(C)(C)C)c1	?	?	2.62µM*	nt	nt	nt	4.0%
O=C(COC(=O)c1ccc(Cl)nc1)Nc1c(Cl)cccc1C(F)(F)F	?	42.4%[activator]	10.5%	nt	nt	nt	-6.9%
Cc1ccnc(NS(=O)(=O)c2ccc(NC(=O)C34CC5CC(CC(C5)C3)C4)cc2)n1	-1.7%	3.9%	-11.9%	1.9	-9.6	-2.0%	1.7%
Cc1c(/C=N/NC(=O)C(C)(C)Oc2ccc(Cl)cc2)cnn1C	-4.0%	nt	0.5%	-1.6	-21.5	6.1%	0.5%
CC(c1ccccn1)N(Cc1ccco1)C(=S)Nc1cccc(F)c1 (configuration not stated)	20.3%	?	10.8%	15.9	-2.5	0.6%	3.4%
COc1ccc(NC(=O)/C=C/C(=O)O)cc1Cl	1.0%	36.8%[activator]	4.2%	-4.9	5.0	-2.1%	-2.6%
CC1=N/C(=C\c2ccc([N+](=O)[O-])cc2)C(=O)N1c1ccc(Br)c(C)c1	10.5%	-0.9%	?	11.9	12.3	-0.4%	5.4%
CCCCOc1ccc(N(CC(=O)NC2CCCCC2)C(=O)CCC(=O)Nc2ccccn2)cc1	?	?	11.7µM*	-3.6	-1.2	3.4%	-0.9%
O=C(O)C1CCN(c2nc(-c3ccccc3)nc3c2oc2ccccc23)CC1	-7.2%	11.7µM*	?	17.3	-18.3	5.3%	-8.2%
Cc1ccc(NC(=O)Cc2cc(C(=O)O)c3ccccc3n2)c(C)c1	12.6µM*	?	?	13.3	43.1	0.1%	-0.6%
Cc1ccsc1CN(C)C(=O)c1ccc(Oc2ccccc2)cc1	-9.4%	-26.1%	12.0%	18.0*	63.3*	-4.6%	3.0%
CCn1c(=O)c2c(cnn2C)c2ccccc21	-28.7%	2.7%	16.2%	-3.7	-20.0	-11.9%	1.5%
O=C(COc1ccc(Cl)cc1Cl)NC(=S)N1CCCc2ccccc21	-15.2%	-4.8%	nt	43.4*	66.9*	3.4%	?
CNc1ccc(/C=C/C(=O)c2cccc3ccccc23)cc1[N+](=O)[O-]	?	?	?	-2.7	-1.2	1.5%	-6.6%
Cc1cccc(NC(=O)CN2C(=O)N/C(=C\c3ccc(-c4cccc(C(=O)O)c4)o3)C2=O)c1	5.3%	-11.0%	29.6%	54.4*	174.4*	13.0%	-26.7%
COc1ccc(N2CCN(C(=O)CNC(=O)c3cn(-c4ccccc4OC)c(=O)c4ccccc34)CC2)cc1	-13.4%	?	?	3.9	-10.0	1.1%	2.8%
CCCc1nc2ccccc2n1CCOc1ccccc1	-10.9%	4.15µM*	nt	1.3	-16.1	1.4%	4.2%
Cc1cccc(C(=O)NCCNC(=O)c2cccc(C)c2)c1	-6.2%	-15.5%	27.8%	-0.7	-9.9	2.0%	-4.5%
Cn1c2c(c(=O)n(C)c1=O)CN(Cc1ccc(F)cc1)CN2	14.5%	1.4%	-18.3%	-0.2	14.6	-3.5%	4.1%
Cc1ccc(S(=O)(=O)NC(C)C(=O)NC2CCCCCC2)cc1 (configuration not stated)	12.2%	nt	-8.0%	-3.1	-17.8	0.6%	-2.7%
O=C(Nc1ccc(O)cc1)/C(=C\c1cccs1)NC(=O)c1ccccc1	0.8%	36.3%	-8.0%	-5.8	17.9	4.9%	-7.9%

Results in LmPK inh, for some of the entries so far:
| SMILES | LmPK inh |
| --- | --- |
| Cc1cccc(C(=O)NCCNC(=O)c2cccc(C)c2)c1 | 2.0% |
| Cn1c2c(c(=O)n(C)c1=O)CN(Cc1ccc(F)cc1)CN2 | -3.5% |
| Cc1ccc(S(=O)(=O)NC(C)C(=O)NC2CCCCCC2)cc1 (configuration not stated) | 0.6% |
